High-throughput results (PubChem)
Rin1-Abl PPI inh – blocks binding of human Rin1 to Abl; P00519+Q13671; TR-FRET Rin1/Abl binding, biochemical; inhibition, % at 7.35 µM; hit rate 0.4% among 360,000; AID 588664; in the data active = inhibition above about 5%, passing the limit was not always enough
CendR NRP1 mod – alters CendR peptide binding to human NRP-1; O14786; hit rate 0.85% among 360,000; inhibition, % at 25 µM; FAM-RPARPAR peptide binding to NRP-1, fluorescence polarization;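 active = inhibition or corrected inhibition above about 18%, plus a signal ratio from 0.5 to 1.5, limit read from the data, passing the limit was not always enough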; note: strong numbers were not always called active
SKN-1 inh – inhibitors of C. elegans SKN-1. AID 624304. C. elegans VP596 Pgst-4::GFP/RFP ratio, acrylamide-induced, 24 h. inhibition, % at 21.8 µM. hit rate 0.49% among 360,000;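 active = interference check ratio from 0.5 to 1.5 plus GFP to RFP signal ratio inhibition reaching or exceeding a fixed threshold, cut at about 30% in these data, passing the limit was not always enough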; note: some compounds called inactive have numbers as strong as hits
Neddyl block – blocks human cullin neddylation; P61081+Q13564; TR-FRET cullin neddylation, biochemical; calls only at 25 µM; hit rate 0.58% among 360,000; in the data active = inhibition above about 36%
MT1-MMP act inh – inhibitors of human MT1-MMP activation; P50281; HT1080 RFP-PRO-GFP cells, GFP/RFP ratio fluorescence, overnight; percent of plate control window, DMSO zero; GFP/RFP ratio change, % at 20 µM; hit rate 0.061% among 360,000; AID 651647;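 active = GFP/RFP ratio change of at least 30% with cell ATP level not reduced by more than half and red fluorescence within 50% of control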; note: strong numbers were not always called active
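Test system: HT1080 RFP-PRO-GFP cells; Benchmarks: DMSO and RFP-L50D-GFP cell wells; Timing: cells overnight before dosing, compound overnight, 37 °C, 5% CO2; Compound: one 20 µM compound dose with 1% DMSO; Read-out: GFP/RFP fluorescence ratio.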
E coli Lon inh – E. coli protease La inhibition; inhibition, % at 7.94 µM; purified E. coli Lon protease, fluorescence polarization; P0A9M0; hit rate 0.42% among 360,000; AID 602123; in the data active = inhibition above about 13%, passing the limit was not always enough;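 note: 0% = enzyme with probe and DMSO and 100% = no enzyme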
FAS-TE inh – FAS thioesterase (human) inhibition; recombinant FAS-TE, OMFH fluorogenic substrate, fluorescence endpoint; inhibition, % at 15 µM; hit rate 0.67% among 360,000; AID 602261;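 active = compounds whose normalised, plate-corrected inhibition of enzyme fluorescence in the single-dose primary screen is 50% or more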;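 note: 0% = DMSO with enzyme and 100% = substrate without enzyme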
MLLE-PAM2 inh – blocks PAM2 peptide binding to the PABP1 MLLE domain; AID 588489; inhibition, % at 20 µM; hit rate 0.36% among 360,000; P11940; GST-MLLE / FITC-PAM2 fluorescence polarization; in the data active = inhibition above about 35%, passing the limit was not always enough;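 note: plate controls were DMSO wells with GST-MLLE for no effect and wells lacking GST-MLLE protein for full effect; some results filed as inactive read as strong as hits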
bovine MsrA act – activators of bovine methionine sulfoxide reductase A; activation, % at 10.6 µM; hit rate 0.3% among 360,000; purified bovine MsrA, absorbance read-out; in the data active = activation above about 7.5%;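 note: 0% = vehicle and 100% = reference activator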
Starred values were filed as active, the others as inactive; i = inactive; . = no result given.

1	Cc1ccc(C(=O)COC(=O)c2cc(C)no2)c(C)c1
2	CC(=O)NC(=S)Nc1cccc2ccc(C)nc12
3	CCc1ccc(C(=O)OCC(=O)N(CC)c2c(N)n(Cc3ccccc3)c(=O)[nH]c2=O)cc1
4	O=C(Cc1ccc([N+](=O)[O-])cc1)N1CCN(c2ccc([N+](=O)[O-])cc2)CC1
5	Cc1ccc(C2/C(=C(/O)c3ccc(Br)cc3)C(=O)C(=O)N2Cc2ccco2)o1 (configuration not stated)
6	COC(=O)C1OC1c1cc([N+](=O)[O-])ccc1OC (configuration not stated)
compound no.	1	2	3	4	5	6
Rin1-Abl PPI inh	1	-4	1	-7	2	3
CendR NRP1 mod	-20	0	-6	-2	-28	0
SKN-1 inh	-10	-1	2	-1	12	0
Neddyl block	i	i	i	i	i	i
MT1-MMP act inh	-2	-3	-4	5	-7	2
E coli Lon inh	-3	-9	-17	5	4	-4
FAS-TE inh	-2	-3	-10	23	5	0
MLLE-PAM2 inh	12	12	-94	-11	4	-30
bovine MsrA act	-6	6	-3	-9	-1	-14

Full records, looked up by structure. Screens in order: Rin1-Abl PPI inh, CendR NRP1 mod, SKN-1 inh, Neddyl block, MT1-MMP act inh, E coli Lon inh, FAS-TE inh, MLLE-PAM2 inh, bovine MsrA act
Record of CCc1ccc(C(=O)OCC(=O)N(CC)c2c(N)n(Cc3ccccc3)c(=O)[nH]c2=O)cc1 = 1, -6, 2, i, -4, -17, -10, -94, -3
Record of Cc1ccc(C2/C(=C(/O)c3ccc(Br)cc3)C(=O)C(=O)N2Cc2ccco2)o1 (configuration not stated) = 2, -28, 12, i, -7, 4, 5, 4, -1
Record of O=C(Cc1ccc([N+](=O)[O-])cc1)N1CCN(c2ccc([N+](=O)[O-])cc2)CC1 = -7, -2, -1, i, 5, 5, 23, -11, -9
Record of COC(=O)C1OC1c1cc([N+](=O)[O-])ccc1OC (configuration not stated) = 3, 0, 0, i, 2, -4, 0, -30, -14
Record of CC(=O)NC(=S)Nc1cccc2ccc(C)nc12 = -4, 0, -1, i, -3, -9, -3, 12, 6

Returning to the listing, repeating the 2 entries before the break.
5	Cc1ccc(C2/C(=C(/O)c3ccc(Br)cc3)C(=O)C(=O)N2Cc2ccco2)o1 (configuration not stated)
6	COC(=O)C1OC1c1cc([N+](=O)[O-])ccc1OC (configuration not stated)
7	Cc1cccc2cc3c(NC(=O)CC(C)C)nn(C)c3nc12
8	O=C(Nc1ccc(/C=C/c2nc3ccccc3o2)cc1)c1c(F)cccc1F
9	Cn1c(=O)c2cc(NC(=O)NCc3ccccc3)ccc2n1C/C=C/c1ccccc1
10	O=C(Cn1cncn1)NCc1cc(F)ccc1F
11	Cc1ccc(-n2nc3ccc(NC(=O)/C=C/c4ccco4)cc3n2)cc1
12	CCc1ccccc1NC(=O)Nc1ccc2c(c1)OCO2
compound no.	5	6	7	8	9	10	11	12
Rin1-Abl PPI inh	2	3	-2	-3	3	1	-2	-2
CendR NRP1 mod	-28	0	-2	-22	-12	-10	-27	2
SKN-1 inh	12	0	-16	13	0	-3	16	-7
Neddyl block	i	i	.	.	.	i	.	i
MT1-MMP act inh	-7	2	0	0	5	-1	-2	2
E coli Lon inh	4	-4	5	1	-4	-2	-3	-5
FAS-TE inh	5	0	-3	10	4	-5	14	-7
MLLE-PAM2 inh	4	-30	2	-14	-3	-4	-4	-3
bovine MsrA act	-1	-14	-7	-4	-3	0	-4	-3

13	COCCNC(=O)c1ccccc1N(Cc1ccccc1)S(=O)(=O)c1ccc(C)cc1
14	C#Cc1ccc([C@H]2C=C(C(=O)Nc3ccccc3)O[C@@H](OCc3ccc(CO)cc3)C2)cc1
15	CCn1c(SCC(=O)Nc2nccs2)nnc1-c1ccc(S(=O)(=O)N2CCCCC2)cc1
16	COC(=O)c1cc(C)sc1NC(=O)c1ccco1
17	COCCn1c(=NC(=O)CN2C(=O)CCC2=O)sc2cc(S(N)(=O)=O)ccc21
18	CC1=C(C(=O)N(C(C)C)C(C)C)CC(CC(=O)NCCc2ccccn2)C(=O)N1Cc1ccc(F)cc1 (configuration not stated)
compound no.	13	14	15	16	17	18
Rin1-Abl PPI inh	0	3	3	4	2	3
CendR NRP1 mod	3	20	16	10	-10	-6
SKN-1 inh	12	8	-7	-6	6	5
Neddyl block	i	i	i	.	i	i
MT1-MMP act inh	2	6	9	-1	7	3
E coli Lon inh	5	-6	5	7	1	0
FAS-TE inh	-1	27	-1	-1	-11	-10
MLLE-PAM2 inh	-9	18	-10	-3	11	2
bovine MsrA act	-1	-2	0	-7	-3	-9

19	CC(=C\c1ccco1)/C=C1/SC(=S)N(CC(=O)O)C1=O
20	O=C(/C=C/c1ccco1)Nc1scc(-c2ccccc2)c1C(=O)O
21	CCN(CC#CCC1(O)c2ccccc2-c2ccccc21)CCO
22	O=C(CSc1ncn[nH]1)Nc1ncc(C(F)(F)F)cc1Cl
23	O=C(NCCC1=CCCCC1)C1CC(=O)N(Cc2ccccc2)C1 (configuration not stated)
24	CCCc1nn(C)c2c1C(c1ccncc1)C(C#N)=C(N)O2 (configuration not stated)
compound no.	19	20	21	22	23	24
Rin1-Abl PPI inh	-3	4	2	2	2	-1
CendR NRP1 mod	-47	-39	-1	-8	3	-2
SKN-1 inh	28	3	4	0	12	23
Neddyl block	i	i	i	i	i	i
MT1-MMP act inh	5	-6	-5	-5	2	-3
E coli Lon inh	-9	4	-2	-1	4	6
FAS-TE inh	-2	-1	-5	-7	-4	-5
MLLE-PAM2 inh	3	1	-2	12	7	6
bovine MsrA act	-4	-6	0	-6	-2	-1

25	CC(=O)c1cccc(NC(=O)Cc2ccc3c(c2)CCCC3)c1
26	O=C(NC(=S)Nc1ccc(CN2CCCCC2)cc1)c1cc2ccccc2o1
27	O=C(COC(=O)CNC(=O)C1CCCCC1)Nc1ccccc1Cl
28	CCN(CC)CCNc1oc(-c2ccccc2)nc1S(=O)(=O)c1ccccc1
compound no.	25	26	27	28
Rin1-Abl PPI inh	3	-2	1	0
CendR NRP1 mod	-1	2	-8	8
SKN-1 inh	5	73*	6	-10
Neddyl block	i	i	i	i
MT1-MMP act inh	2	4	5	1
E coli Lon inh	-3	-1	11	-6
FAS-TE inh	16	-6	-9	-3
MLLE-PAM2 inh	29	23	0	1
bovine MsrA act	-2	-3	0	1

Ordered by the number under SKN-1 inh (largest number first): 6 from the list above
entry | compound | Rin1-Abl PPI inh | CendR NRP1 mod | SKN-1 inh | Neddyl block | MT1-MMP act inh | E coli Lon inh | MLLE-PAM2 inh | bovine MsrA act
11 | Cc1ccc(-n2nc3ccc(NC(=O)/C=C/c4ccco4)cc3n2)cc1 | -2 | -27 | 16 | . | -2 | -3 | -4 | -4
14 | C#Cc1ccc([C@H]2C=C(C(=O)Nc3ccccc3)O[C@@H](OCc3ccc(CO)cc3)C2)cc1 | 3 | 20 | 8 | i | 6 | -6 | 18 | -2
20 | O=C(/C=C/c1ccco1)Nc1scc(-c2ccccc2)c1C(=O)O | 4 | -39 | 3 | i | -6 | 4 | 1 | -6
4 | O=C(Cc1ccc([N+](=O)[O-])cc1)N1CCN(c2ccc([N+](=O)[O-])cc2)CC1 | -7 | -2 | -1 | i | 5 | 5 | -11 | -9
10 | O=C(Cn1cncn1)NCc1cc(F)ccc1F | 1 | -10 | -3 | i | -1 | -2 | -4 | 0
16 | COC(=O)c1cc(C)sc1NC(=O)c1ccco1 | 4 | 10 | -6 | . | -1 | 7 | -3 | -7

An unsorted share of the library; about 4% have a hit in one of these screens.
